# High-throughput results from PubChem BioAssay.
# FBW7 act – human FBW7 E3 ligase activation, primary screen; Q969H0; AlphaScreen FBW7–phospho-cyclin E peptide binding, activator screen; normalized activity (activation), % at 26.1 µM; 0.13% of 650,000 active; AID 1259310; in the data active = normalized activity above about 1.9%;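 note: purified mutant Fbw7 with reduced substrate affinity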
# MITF primary – human MITF inhibition, primary screen; AlphaScreen MITF homodimerization, bead proximity signal; O75030; 0.91% of 650,000 active; AID 1259374; inhibition, % at 2.6 µM; in the data active = inhibition above about 50%;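 note: 0% = vehicle wells with protein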
# Target sequence (O75030 whole entry, looked up): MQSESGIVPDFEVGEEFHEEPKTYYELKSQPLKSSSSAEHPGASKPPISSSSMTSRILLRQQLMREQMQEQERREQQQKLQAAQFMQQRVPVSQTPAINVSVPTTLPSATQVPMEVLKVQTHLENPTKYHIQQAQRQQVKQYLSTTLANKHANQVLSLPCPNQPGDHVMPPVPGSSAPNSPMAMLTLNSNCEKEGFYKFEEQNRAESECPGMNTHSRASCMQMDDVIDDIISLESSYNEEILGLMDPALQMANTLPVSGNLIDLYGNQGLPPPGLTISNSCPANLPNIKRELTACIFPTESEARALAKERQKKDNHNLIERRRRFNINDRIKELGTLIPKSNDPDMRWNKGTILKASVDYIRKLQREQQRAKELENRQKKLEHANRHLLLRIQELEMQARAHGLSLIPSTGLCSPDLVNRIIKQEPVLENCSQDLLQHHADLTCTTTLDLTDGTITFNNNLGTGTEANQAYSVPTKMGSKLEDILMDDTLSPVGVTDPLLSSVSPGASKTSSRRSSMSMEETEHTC
# GPR151 ag – activators of human GPR151. Q8TDV0. PathHunter beta-arrestin GPR151 cells, luminescence. activation, % at 11.2 µM. 1% of 650,000 active. AID 1508602; in the data active = activation above about 4.9%;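 note: 0% = median of compound wells and 100% = cells with positive control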
# Target sequence (Q8TDV0 whole entry, looked up): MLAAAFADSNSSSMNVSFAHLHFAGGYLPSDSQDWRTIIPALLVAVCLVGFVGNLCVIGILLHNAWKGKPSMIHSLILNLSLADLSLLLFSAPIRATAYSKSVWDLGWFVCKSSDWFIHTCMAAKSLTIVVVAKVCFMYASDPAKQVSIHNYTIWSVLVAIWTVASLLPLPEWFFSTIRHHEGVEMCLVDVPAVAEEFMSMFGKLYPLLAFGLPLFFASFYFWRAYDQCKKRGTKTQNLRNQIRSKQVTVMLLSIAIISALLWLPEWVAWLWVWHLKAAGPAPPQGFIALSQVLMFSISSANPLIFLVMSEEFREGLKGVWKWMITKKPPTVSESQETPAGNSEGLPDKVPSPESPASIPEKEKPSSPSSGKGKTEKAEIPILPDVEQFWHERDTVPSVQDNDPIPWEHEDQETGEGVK
# TEAD-YAP inh – TEAD-YAP interaction inhibition | HEK-TIYL cells, TEAD-Gal4/YAP UAS-luciferase luminescence | inhibition, % at 9.12 µM | 1.4% of 640,000 active; in the data active = inhibition above about 32%;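 note: 0% = median of test compound wells and 100% = reference inhibitor wells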
# * hit, by the source's call; . = no result given; & = joins results of further samples. No enrichment for hits; overall some 3.5% were active at least once.
canonical_smiles | FBW7 act | MITF primary | GPR151 ag | TEAD-YAP inh
COc1ccccc1N1C(=O)C2C(c3ccc(Cl)cc3)OC3(C(=O)c4ccccc4C3=O)C2C1=O (centres undefined) | 0.4 | 0 | 0.5 | 15
COC(=O)c1cn(NC(=O)C2CCC(C(C)(C)C)CC2)c(=O)c2ccccc12 (centres undefined) | -0.1 | -6 | 1.9 | 6
COc1cccc(CN2CCN(CCCc3ccccc3)CC2CCO)c1 (centres undefined) | 0.1 | 69* | -0.7 | -10
Cc1cc(=O)oc2c3c(ccc12)OC/C3=N/N | -0.1 | -8 | -0.3 | -3
O=[N+]([O-])c1ccccc1S(=O)(=O)N1CCN(Cc2cccc(Br)c2)CC1 | -0.1 | 21 | 1.5 | -4
COc1cc(/C=C2/SC(=S)NC2=O)cc(OC)c1 | -0.1 | -1 | 0.9 | 0
Cc1ccc(-c2csc(NC(=O)CN3C(=O)c4ccccc4C3=O)n2)cc1C | 0.8 | 3 | 1.1 | -37
CCOC(=O)c1cnc2c(C)cccc2c1Nc1ccc(OC)cc1OC | 0.1 | 10 | 0.0 | 0
O=C(c1ccccc1)N1CCN(c2nc(-c3cccs3)cs2)CC1 | 0.0 | -7 | -0.6 | -11
O=C1CN(C(=O)CC2C(=O)NCCN2Cc2cccc(Oc3ccccc3)c2)CCN1 (centres undefined) | 0.0 | 11 | -0.6 | 2

# Of the compounds above, two contain two or more sulfur atoms.
canonical_smiles | FBW7 act | MITF primary | GPR151 ag | TEAD-YAP inh
COc1cc(/C=C2/SC(=S)NC2=O)cc(OC)c1 | -0.1 | -1 | 0.9 | 0
O=C(c1ccccc1)N1CCN(c2nc(-c3cccs3)cs2)CC1 | 0.0 | -7 | -0.6 | -11

# More records
canonical_smiles | FBW7 act | MITF primary | GPR151 ag | TEAD-YAP inh
O=C1NC(=O)/C(=C\c2cccc(C(F)(F)F)c2)N1 | -0.1 | 3 | -0.2 | 1
COc1cnn(-c2cccc(C)c2)c(=O)c1Cl | 0.1 | 7 | 0.1 | -14
CCOC(=O)c1sc2nc(C)cc(C(F)(F)F)c2c1N | 0.0 | -12 | -0.6 | -1
COc1ccc(Cl)cc1NC(=O)c1cc(OC)c(OC)cc1[N+](=O)[O-] | -0.1 | 2 | 0.9 | -4
O=C(C1C2C=CC3(CN(Cc4ccccc4Cl)C(=O)C13)O2)N1CCCCC1 (centres undefined) | -0.1 | -3 | -0.6 | -5
O=C(CSc1nnc(-c2ccccc2)n1-c1ccccc1)N1CCN(C(=O)c2ccccc2)CC1 | 0.1 | 8 | 0.0 | 20
c1ccc(Nc2nc(N3CCOCC3)c3ccccc3n2)cc1 | 0.0 | -21 | 0.9 | 34*
COC(=O)c1ccc(NC(=O)C2CN(C(=O)COc3ccccc3F)C2)cc1 | 0.8 | 19 | 0.1 | -5
COc1cccc(N2C(=O)CC(N3CCN(CC(N)=O)CC3)C2=O)c1 (centres undefined) | 0.1 | 3 | -0.9 | 12
CC1(C)CC2(CCCN(C(=S)Nc3ccccc3)C2)CCO1 (centres undefined) | 0.1 | 2 | -0.4 | 7

# Following part
canonical_smiles | FBW7 act | MITF primary | GPR151 ag | TEAD-YAP inh
CC(=O)C1=NN(c2ccc(C)cc2)C(c2c[nH]c3ccccc23)N1c1ccc(C)cc1 (centres undefined) | 0.0 | 6 | 0.6 | -36
O=C(C(=O)N1CCOCC1)c1c(-c2ccccc2)cc2ccccn12 | 0.0 | -4 | -1.2 | 2
O=C(CSc1ccc(-c2cccnc2)nn1)N1CCc2ccccc21 | 0.0 | 2 | -0.1 | -9
Cc1ccc(-c2cc(C(=O)Nc3nc(-c4ccc(Cl)c(Cl)c4)cs3)c3ccccc3n2)cc1 | 0.1 | -5 | -0.1 | 4
CC(C)OP(=O)(OC(C)C)C1(O)C(=O)Nc2ccc(Br)cc21 (centres undefined) | 0.4 | 29 | -1.8 | 7
CCOc1ccc(C(=O)Nc2cc3nn(-c4ccc(OC)cc4)nc3cc2C)cc1 | -0.1 | -4 | 0.9 | -11
CCc1ccc(NC(=O)CSc2nc3ccccc3c(=O)n2CCCN2CCN(c3cccc(Cl)c3)CC2)cc1 | 0.6 | -2 | -0.9 | 8
Cc1cc(OCCCN2CCNCC2)ccc1[N+](=O)[O-] | 0.1 | 35 | 3.0 | 0
C/C=C(\C)CN1CCC(n2nccc2NC(=O)CCc2ccccc2)CC1 | 0.6 | 1 | -0.8 | -8
O=C1CN(S(=O)(=O)c2ccc3[nH]c(=O)ccc3c2)CC(=O)N1CCc1ccccc1 | 0.1 | 7 | 1.8 | 1

# Next compounds follow.
canonical_smiles | FBW7 act | MITF primary | GPR151 ag | TEAD-YAP inh
CCOC1O[C@H]([C@@H](COCc2ccccc2)OCc2ccccc2)[C@H](OCc2ccccc2)[C@H]1O (some centres undefined) | 0.0 | -2 | 1.5 | .
CCN(CC)c1ccc(NS(=O)(=O)c2cn(C)c(=O)n(C)c2=O)c(C)c1 | -0.1 | -6 | -0.2 | 6
O=C(OCc1csc(-c2ccccc2)n1)c1cc([N+](=O)[O-])ccc1NCCO | -0.1 | -9 | -0.2 | -7
CCN1CCN(c2nc3ccc(C)cn3c(=O)c2/C=C2\SC(=S)N(C)C2=O)CC1 | -0.1 | 13 | -0.2 | 8
CN(C)S(=O)(=O)c1cc(C(=O)O)c(N2CCCCC2)cc1Cl | 0.6 | 14 | -0.4 | -14
Cc1cccc(OCC(=O)NCC(=O)N/N=C/c2cccc(Br)c2)c1 | 0.0 | 18 | 0.8 | 2
O=C(NCCc1ccc(O)cc1)c1ccnc(-c2ccc(N3CCOCC3)nc2)c1 | 0.0 | -5 | -0.4 | -2
C=CCNC(=S)NC(=O)c1ccccc1Cl | 0.0 | 12 | 0.2 | -6
CC(C)(CNS(=O)(=O)c1ccc2c(c1)OCCO2)N1CCOCC1 | -0.1 | -2 | -1.4 | 3
CC1(C)OC(=O)N2CCN3C(=O)OC(C)(C)C3(C)C(Br)=C21 (centres undefined) | 0.2 | 7 | 6.0* | 7

# The list continues.
canonical_smiles | FBW7 act | MITF primary | GPR151 ag | TEAD-YAP inh
Cc1ccccc1OCc1nnc(Sc2c([N+](=O)[O-])c(=O)oc3ccccc23)n1-c1ccccc1 | 0.2 | 21 | -2.3 | 2
CCOC(=O)C1CCN(c2c(N3CCN(c4cc(Cl)ccc4C)CC3)c(=O)c2=O)CC1 | -0.1 | -4 | 1.7 | -5
CCCOc1ccc(C(=O)Nc2cc(-c3nc4cc(C)ccc4o3)ccc2Cl)cc1 | 0.1 | 5 | -0.1 | -15
Cc1cc(=O)[nH]c(Nc2ccccc2)n1 | -0.1 | -7 | 1.0 | -2
CCOc1ccc(C(=O)/C(C)=N/O)cc1 | 0.1 | 7 | 2.2 | -9
O=C(O)CC(NCc1ccco1)C(=O)Nc1ccccc1Br (centres undefined) | 0.1 | 5 | 0.2 | 0
COc1ccc(/C=C/C(=O)N2CCCC2)cc1 | -0.1 | -2 | -2.5 | -28
COc1cccc(C(=O)Nc2ccc(-c3nc4ccccc4o3)cc2)c1 | -0.1 | 7 | 2.6 | -42
COc1ccc(-n2nc(C(=O)NCC(=O)NCCCN3CCC(C)CC3)c3ccccc3c2=O)cc1Cl | -0.1 | 3 | -0.3 | -11
Cc1ccc(S(=O)(=O)Nc2ccc3oc4c(c3c2)CC(C)CC4)cc1 (centres undefined) | 0.6 | 8 | 0.0 | 9

# An excerpt from above, showing only TEAD-YAP inh and MITF primary.
canonical_smiles	TEAD-YAP inh	MITF primary
CCOc1ccc(C(=O)/C(C)=N/O)cc1	-9	7
O=C(O)CC(NCc1ccco1)C(=O)Nc1ccccc1Br (centres undefined)	0	5
COc1ccc(/C=C/C(=O)N2CCCC2)cc1	-28	-2

# New compounds follow
canonical_smiles | FBW7 act | MITF primary | GPR151 ag | TEAD-YAP inh
CCOc1ccc(NS(=O)(=O)c2ccc3c(c2)CCN3C(=O)C2CC2)cc1 | -0.2 | 4 | 0.3 | -3
Cc1ccc(-c2csc(Cc3nc(-c4cc5ccccc5oc4=O)cs3)n2)cc1 | -0.1 | 4 | 0.5 | -1
CC(=O)Oc1ccc(C(=O)Nc2nc3ccc(N)cc3s2)cc1 | 0.3 | 6 | -8.2 | -24
COc1ccc(C(=O)c2cccc(C(=O)c3ccc(OC)c(C)c3)c2)cc1C | -0.1 | 10 | 1.4 | 7
NC(=O)c1cc(S(=O)(=O)Nc2cccc(Br)c2)ccc1O | 0.9 | -6 | -0.4 | 10
O=C([C@H](O)[C@@H](O)C(=O)N1CCCN(S(=O)(=O)c2cccc3cnccc23)CC1)N1CCOCC1 | -0.3 | -4 | 3.5 | 13
Brc1ccc2c(c1)OCCOCCOc1cc(Br)ccc1OCCOCCOCCO2 | 0.5 | 3 | 0.4 | -11
COc1ccc(/C=N/NC(=O)c2ccccc2O)cc1CN1CCOCC1 | 0.0 | -9 | -0.4 | -8
COc1ccc(NC(=O)CSc2nc3ccccc3n2CC(=O)N2CCCC2)cc1 | 0.0 | 10 | -0.4 | 10
CCOC(=O)C1(CC2CCCCO2)CCN(Cc2c(C)nc3sccn23)CC1 (centres undefined) | -0.1 | 7 | -1.0 | -8

# Next records follow:
# Below each compound: FBW7 act	MITF primary	GPR151 ag	TEAD-YAP inh
> CCc1ccc(-c2nc3cc(NC(=O)c4ccc(Cl)cc4Cl)ccc3o2)cc1
 : 0.0	2	0.5	4
> O=C(CN1C(=O)c2cccnc2C1=O)N1CCN(c2ccccc2)CC1
 : -0.3	6	0.3	-5
> O=C(O)COc1ccc(C(=O)/C=C/c2ccc(Cl)c([N+](=O)[O-])c2)cc1
 : -0.1	17	-0.6	1
> CCS(=O)(=O)Nc1ccc(-c2nnc(SCCN3CCCCC3)o2)cc1
 : -0.3	-8	0.0	-6
> COc1cccc(N2CC(C(=O)NNC(=O)c3ccc(Cl)cc3)CC2=O)c1 (centres undefined)
 : -0.2	-13	-0.6	-5
> Cc1cc(S(=O)(=O)NC2CCCC2)ccc1F
 : 0.0	7	0.6	10
> COc1ccccc1CNC(=O)c1sc2nc(C)nc(N3CCCCC3)c2c1C
 : -0.1	5	5.2*	-8
> COc1ccc(C(=O)N2CCN(C)C(C)C2)cc1OC1CCN(C(C)=O)CC1 (centres undefined)
 : -0.1	0	-0.9	10
> CN1C(=O)C(CC(=O)N2CCN(C(c3ccccc3)c3ccccc3)CC2)N(C)C1=O (centres undefined)
 : 0.0	-12	0.9	-3
> Cc1nc2ncccn2c1-c1csc(Nc2ccc(S(N)(=O)=O)cc2)n1
 : 0.3	7	0.3	-15
> COc1ccc(C2=NN(CC(=O)Nc3cc(C(F)(F)F)ccc3Cl)C(=O)CC2)cc1
 : -0.1	-2	-0.7	-9
> CC(C)NC(=O)CCc1nc(-c2ccccc2)no1
 : -0.1	-1	-1.9	-15
> COc1ccc(C2CC(=O)C3=C(C2)Nc2ccccc2NC3c2ccc(N(C)C)cc2)cc1OC (centres undefined)
 : 0.0	-10	2.6	-16
> CC(=O)c1cccc(NS(=O)(=O)c2ccc3c(c2)OCCO3)c1
 : 0.8	7	1.5	25
> C#CCCCO/N=C1\C[C@@H](O)[C@@H](O)[C@@H]2[C@@H]3C(=O)N(C(C)(C)C)C(=O)[C@@H]3CC[C@H]12
 : 0.4	7	-1.9	.
> C=CCOCC(O)Cn1c(N)nc2c1c(=O)n(C)c(=O)n2C (centres undefined)
 : 0.4	14	-0.6	5
> Cc1cc(C)cc(N(CC(=O)NCc2ccccc2)C(=O)CCC(=O)Nc2ccccn2)c1
 : -0.1	6	-0.8	6
> N#Cc1ccc(NC(=O)Cn2nc(C(F)(F)F)c3c2CCCC3)cc1
 : 0.6	19	-0.6	1
> O=C(Nc1ccccc1C(F)(F)F)c1nn2c(C(F)(F)F)cc(-c3ccc(Br)o3)nc2c1Br
 : 0.1	-2	1.3	-5
> CC1(C)CC(=O)C=C(Nc2sc3c(c2C#N)CCCC3)C1
 : -0.1	-10	0.8	-16
> Nc1nc(Nc2ccc(N3CCOCC3)cc2)cc(NC2CCN(Cc3ccccc3)CC2)n1
 : 0.3&-0.2	28&21	2.2&1.3	1&-4
> COC(=O)c1ccc(NC(=O)C2CC(=O)N(c3ccc(C)cc3)C2)cc1 (centres undefined)
 : -0.1	10	-1.0	12
> c1ccc(-c2csc(NCc3cccnc3)n2)cc1
 : -0.1	-1	0.5	-35
> O=C(Nc1ccccc1Cl)NC1CCS(=O)(=O)C1 (centres undefined)
 : 0.0	8	-0.7	4
> CC(C)CN1C(=O)C(=O)N(CC(=O)Nc2cccc(Br)c2)C1=O
 : -0.1	-5	-1.1	4
> Cc1cc(S(=O)(=O)N(Cc2ccccn2)Cc2ccco2)ccc1-n1cnnn1
 : -0.1	7	2.0	-8
> CCOC(=O)c1c(C)c(-c2ccccc2)n(CC(=O)N2CCN(C)CC2)c1C
 : -0.3	-16	-0.3	-1
> Cc1ccc(C(=O)Nc2sc3c(c2C(=O)Nc2cccc4ccccc24)CCC3)cc1
 : 0.0	12	-0.4	-3
> CN(CCc1ccccn1)C(=O)c1cn(-c2ccc(Cl)cc2)c(=O)c2ccccc12
 : 0.1	0	0.3	-4
> Cc1cnc(NC(=O)c2ccc(F)cc2F)s1
 : 0.6	-6	-7.0	-13
> Cc1ccccc1CSC1=NCCN1C(=O)C1CC1
 : -0.1	5	-0.8	12
> CCC(C)(C)NC(=O)CN(C(=O)CCC(=O)Nc1ccccn1)c1cc(C)cc(C)c1
 : 0.1	15	-1.5	0
> CCOC(=O)CCn1c(-c2ccccc2)c(-c2ccccc2)c2cc(C)ccc21
 : 0.0	0	0.1	-7

# For reference, part of the list above:
# Below each compound: FBW7 act	MITF primary	GPR151 ag	TEAD-YAP inh
> CCc1ccc(-c2nc3cc(NC(=O)c4ccc(Cl)cc4Cl)ccc3o2)cc1
 : 0.0	2	0.5	4
> O=C(CN1C(=O)c2cccnc2C1=O)N1CCN(c2ccccc2)CC1
 : -0.3	6	0.3	-5
